# Screening results: PubChem BioAssay, several laboratories
# RBBP9 inhibitor = blocks human serine hydrolase RBBP9; O75884; inhibition, % at 7.94 µM; AID 1515; 0.2% of 220,000 active; recombinant RBBP9, FP-Rh probe fluorescence polarization;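 active = inhibition above the campaign mean of all tested compounds plus 3 SD, cut at about 14% in these data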;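 note: plate controls were DMSO wells with RBBP9 for no effect and wells lacking RBBP9 protein for full effect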
# Target sequence (O75884 whole entry, looked up): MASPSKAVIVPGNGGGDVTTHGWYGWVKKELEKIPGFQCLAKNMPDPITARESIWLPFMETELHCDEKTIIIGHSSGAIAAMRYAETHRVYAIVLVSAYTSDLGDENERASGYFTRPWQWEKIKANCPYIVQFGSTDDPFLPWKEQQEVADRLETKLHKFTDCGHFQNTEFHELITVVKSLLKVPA
#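 Test system: recombinant human RBBP9. Quantity: 2.5 µM RBBP9 dispensing solution, before mixing. Detection: FP readout at 525/598 nm. Reagent: Serine-hydrolase probe FP-Rh, 375 nM pre-mixing. Measure: % inhibition. Control set: DMSO-treated enzyme wells and wells lacking RBBP9. Buffer or medium: Tris-NaCl-Pluronic buffer, pH 8.0. Times: preincubation 30 min plus labeling 45 min at 25 °C.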
# Runt-CBFb FRET = inhibitors of human RUNX1 Runt domain binding to CBFb. Q01196+Q13951. inhibition, % at 20 µM. 0.46% of 220,000 active. Cerulean-Runt/Venus-CBFb FRET ratio 530/480, 1 h;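 active = inhibition over about 50% at 20 µM in the single-dose screen, limit read from the data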;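 note: 0% = DMSO wells and 100% = excess unlabeled CBFb competitor control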
#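 Assay system: Cerulean-tagged RUNX1 Runt domain (FRET donor) fusion protein / Amount: 100 nM each of Venus-CBFb and Cerulean-Runt domain / Medium: Tris buffer pH 7.5 with salts and BSA / Also added: Venus-CBFb 100 nM / Schedule: 1 h complex formation plus 1 h compound treatment, room temperature / Signal: FRET fluorescence / Read-out: loss of energy transfer signal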
# S1P4 agonist = activates the human S1P4 receptor | 0.35% of 220,000 active | activation, % at 4.98 µM | S1P4-expressing cell line, agonist reporter assay; in the data active = activation above about 11%;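 note: 0% = DMSO vehicle and 100% = reference agonist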
# Target sequence (O95977 whole entry, looked up): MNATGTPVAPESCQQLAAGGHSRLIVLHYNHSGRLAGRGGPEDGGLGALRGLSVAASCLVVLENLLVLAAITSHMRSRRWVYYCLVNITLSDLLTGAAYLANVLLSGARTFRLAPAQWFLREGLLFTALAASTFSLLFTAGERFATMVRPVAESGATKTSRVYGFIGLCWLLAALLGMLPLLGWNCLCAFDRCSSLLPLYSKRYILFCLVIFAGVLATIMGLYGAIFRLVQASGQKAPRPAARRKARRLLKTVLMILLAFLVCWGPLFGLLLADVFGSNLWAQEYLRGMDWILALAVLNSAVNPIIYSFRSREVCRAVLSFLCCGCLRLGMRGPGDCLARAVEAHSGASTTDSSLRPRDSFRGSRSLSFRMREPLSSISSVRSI
# BaF3 tox = parental Ba/F3 viability inhibition as JAK2V617F counter-screen. CellTiter-Glo ATP luminescence. inhibition, % at 5.6 µM. 1.1% of 220,000 active. AID 1486;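 active = inhibition above a per-campaign cutoff, the mean inhibition of all tested compounds plus 3 SD, cut at about 27% in these data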;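 note: 0% = DMSO wells and 100% = JAK Inhibitor I control wells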
# NPY-Y1 antag = blocks the human neuropeptide Y Y1 receptor; HEK293-CNG Y1 cells, membrane potential fluorescence; NPY at EC95, then isoproterenol; inhibition, % at 3.6 µM; 1% of 200,000 active; AID 1040;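 active = inhibition above the campaign mean inhibition of all tested compounds plus 3 SD, cut at about 20% in these data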;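 note: 0% = DMSO wells given NPY plus isoproterenol and 100% = isoproterenol alone without NPY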
# Target sequence (P25929 whole entry, looked up): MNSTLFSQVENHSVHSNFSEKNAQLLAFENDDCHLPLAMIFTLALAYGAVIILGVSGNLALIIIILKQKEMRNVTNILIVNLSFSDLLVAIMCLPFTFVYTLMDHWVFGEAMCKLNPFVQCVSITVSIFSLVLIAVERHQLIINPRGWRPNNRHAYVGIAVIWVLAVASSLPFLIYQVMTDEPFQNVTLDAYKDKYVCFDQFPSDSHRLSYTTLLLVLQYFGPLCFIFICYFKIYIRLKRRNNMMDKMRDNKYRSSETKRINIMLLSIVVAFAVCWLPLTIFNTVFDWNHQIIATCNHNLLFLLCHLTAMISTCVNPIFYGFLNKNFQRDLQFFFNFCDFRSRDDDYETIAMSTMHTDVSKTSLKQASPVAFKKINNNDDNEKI
#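 Material: HEK293 Y1/CNG channel cell line | Also added: NPY (25 nM), isoproterenol (1 µM), Ro 20-1724 (25 µM) | Compound: One concentration, 3.6 µM, in 0.4% DMSO | Schedule: 3 h dye uptake, 1 h room-temperature compound, 45 min post-isoproterenol | Signal: Membrane-potential fluorescent dye readout | Read-out: % inhibition of NPY effect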
# NPY1 pot ag = potentiators or agonists of human neuropeptide Y receptor Y1; P25929; NPY-Y1 expressing cells, potentiator/agonist activation; activation, % at 3.6 µM; 0.37% of 220,000 active; AID 1304; in the data active = activation above about 33%, passing the limit was not always enough;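 note: cells stimulated with NPY at EC10 then isoproterenol at EC100; 0% = low agonist plus stimulus and 100% = saturating agonist plus stimulus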
# Ba/F3 V617F tox = lowers viability of Ba/F3 cells expressing EpoR and JAK2V617F; inhibition, % at 5.6 µM; ATP luminescence; 1.1% of 220,000 active; AID 1446;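 active = inhibition above the campaign mean plus 3 SD over all tested compounds, cut at about 24% in these data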;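 note: cytokine-independent growth of Ba/F3 cells driven by EpoR plus mutant JAK2; 0% = DMSO-treated cells and 100% = JAK inhibitor I control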
# S1P4 antagonist = human S1P4 receptor antagonism | inhibition, % at 4.98 µM | S1P4-expressing cells, antagonist mode, reporter read-out | 0.26% of 220,000 active | O95977; in the data active = inhibition above about 29%;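 note: 0% = wells stimulated with agonist and 100% = vehicle wells without agonist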
# NPY2 pot ag = potentiates or activates human NPY-Y2 receptor | cells expressing NPY-Y2, potentiator/agonist read-out | activation, % at 3.6 µM | 0.45% of 220,000 active; in the data active = activation above about 27%;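 note: cells stimulated with NPY near EC25 plus isoproterenol at EC100; 0% = vehicle plus submaximal agonist and 100% = vehicle plus saturating agonist; some results beyond the cut were filed as inactive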
# Numbers without * were called inactive; . = not tested or not shown.
molecule | RBBP9 inhibitor | Runt-CBFb FRET | S1P4 agonist | BaF3 tox | NPY-Y1 antag | NPY1 pot ag | Ba/F3 V617F tox | S1P4 antagonist | NPY2 pot ag
CCOC(=O)CCCNC(=O)CCCNC(=O)C(c1ccccc1)c1ccccc1 | 2 | . | 1.9 | 1 | 8 | 4 | 4 | -3 | 5
O=C1OCCN1C(=O)[C@H]1[C@H](c2ccc(F)cc2)C(c2ccc(F)cc2)=NN1c1ccccc1 | -5 | -7 | 0.4 | 5 | -3 | 16 | 2 | 8 | 21
CCC(C)n1c(OC)nc2c1c(=O)n(C)c(=O)n2C (configuration not stated) | -4 | -1 | 0.9 | 2 | 2 | 14 | 0 | -13 | -1
O=C(c1ccc([N+](=O)[O-])cc1)N1CCN(c2cccc3[nH]ccc23)CC1 | -6 | 1 | -1.6 | 0 | . | 8 | 0 | 28 | 7
COc1cccc(-n2c(SCC(=O)Nc3ccc4c(c3)CCC4)nc3ccccc3c2=O)c1 | -30 | 1 | 0.4 | 6 | 9 | -7 | 9 | -12 | -4
O=S(=O)(c1ccc(Br)s1)N1CCN(c2ccnc3cc(Cl)ccc23)CC1 | -7 | -1 | -0.2 | -1 | . | -24 | -2 | -11 | -4
Cc1nc2c(C#N)c[nH]n2c(=O)c1Cc1ccccc1 | 3 | -2 | -0.2 | -2 | 2 | -12 | -2 | -7 | -5
CCOc1ncccc1C(=O)OCC(=O)Nc1c(C)cccc1C | -1 | 0 | -0.9 | 6 | 4 | -4 | 0 | -3 | -7
Cc1cc(C)c(C)c(S(=O)(=O)N2C(=S)NC(=O)C2CC(C)C)c1C (configuration not stated) | -4 | 0 | 0.3 | 1 | 3 | -7 | -3 | 23 | -11
O=C(CCS(=O)(=O)c1ccc(Cl)cc1)NCCN1C(=O)S/C(=C\c2ccccc2F)C1=O | -9 | -3 | 1.5 | 6 | 1 | -19 | -1 | -30 | 5
O=C1NC(=O)C2(COC3(CCCC3)OC2)S1 | 7 | 1 | 0.9 | 0 | 2 | -21 | -3 | 3 | 14
O=C(O)C(Cc1ccccc1)N1CCS(=O)(=O)CC1 (configuration not stated) | -3 | 0 | -0.6 | -4 | -2 | -4 | -3 | -2 | 3
CC(C)C(=O)Nc1nnc(SCC(=O)NCc2ccc3c(c2)OCO3)s1 | -8 | 0 | 1.1 | 8 | 3 | 1 | 2 | 7 | -9
CC(C)(C)c1ccc(C(=O)NNC(=O)C2CCCCC2)cc1 | 0 | 0 | -0.9 | 3 | 11 | 7 | 1 | -9 | 11
COc1ccc(CNC(=O)COC(=O)c2ccccc2C(=O)c2ccccc2)cc1 | 0 | -1 | 2.1 | 0 | 1 | 6 | -4 | 12 | -2
COc1cccc(C2CC(=O)Nc3c2c(=O)n(C)c(=O)n3C)c1OC (configuration not stated) | -5 | -1 | 0.6 | 3 | 1 | 1 | 3 | -2 | -3
CC(C)C1Cc2c(sc3c2c(=O)n(-c2ccccc2)c2nncn32)CO1 (configuration not stated) | -7 | . | -0.5 | 4 | 4 | -22 | 2 | -27 | -1
O=C1CCCN1c1cc(Cl)ccc1Cl | 7 | 1 | 0.6 | 5 | -3 | 0 | -1 | -20 | 7
COC(=O)c1cc(Sc2c(Cl)cccc2Cl)ccn1 | 2 | 3 | 1.8 | 1 | 0 | 5 | -2 | 5 | 1
CCCn1c(SCC(=O)Nc2cccc(Cl)c2Cl)n[nH]c1=O | -8 | -1 | -0.5 | 4 | 6 | 8 | 2 | -28 | -12

# Among those listed so far, 6 contain a halogen.
molecule | RBBP9 inhibitor | Runt-CBFb FRET | S1P4 agonist | BaF3 tox | NPY-Y1 antag | NPY1 pot ag | Ba/F3 V617F tox | S1P4 antagonist | NPY2 pot ag
O=C1OCCN1C(=O)[C@H]1[C@H](c2ccc(F)cc2)C(c2ccc(F)cc2)=NN1c1ccccc1 | -5 | -7 | 0.4 | 5 | -3 | 16 | 2 | 8 | 21
O=S(=O)(c1ccc(Br)s1)N1CCN(c2ccnc3cc(Cl)ccc23)CC1 | -7 | -1 | -0.2 | -1 | . | -24 | -2 | -11 | -4
O=C(CCS(=O)(=O)c1ccc(Cl)cc1)NCCN1C(=O)S/C(=C\c2ccccc2F)C1=O | -9 | -3 | 1.5 | 6 | 1 | -19 | -1 | -30 | 5
O=C1CCCN1c1cc(Cl)ccc1Cl | 7 | 1 | 0.6 | 5 | -3 | 0 | -1 | -20 | 7
COC(=O)c1cc(Sc2c(Cl)cccc2Cl)ccn1 | 2 | 3 | 1.8 | 1 | 0 | 5 | -2 | 5 | 1
CCCn1c(SCC(=O)Nc2cccc(Cl)c2Cl)n[nH]c1=O | -8 | -1 | -0.5 | 4 | 6 | 8 | 2 | -28 | -12

# Next part.
molecule | RBBP9 inhibitor | Runt-CBFb FRET | S1P4 agonist | BaF3 tox | NPY-Y1 antag | NPY1 pot ag | Ba/F3 V617F tox | S1P4 antagonist | NPY2 pot ag
CCCn1c(=O)[nH]c(=O)c2c1nc(-c1ccc(OC(F)(F)C(F)C(F)(F)F)cc1)n2CCOC (configuration not stated) | -3 | -13 | -1.1 | 6 | -4 | 28 | 2 | -47 | 7
O=C(Nc1ccc(F)cc1)OCCN1CCN(Cc2ccccc2)CCC1=O | -9 | 0 | 2.1 | 1 | 3 | -13 | 0 | -16 | 6
CC(C)OC(=O)CSc1nnc(-c2ccc(Cl)cc2)n1N | -2 | -2 | -0.1 | -1 | -2 | 3 | -3 | -8 | 2
Nc1ccccc1Sc1ccccc1[N+](=O)[O-] | -8 | 1 | 2.8 | 3 | 2 | 11 | 0 | -1 | 0
CCN(CC(=O)c1c(N)n(C)c(=O)n(C)c1=O)c1cccc2ccccc12 | 0 | 8 | -0.3 | 5 | 3 | -6 | 0 | -16 | 9
CCOC(=O)c1ccc(NC(=S)NCCc2ccc(OC)c(OC)c2)cc1 | -11 | 1 | 0.8 | 1 | . | 9 | -3 | 0 | 13
Cc1ccc(-c2nnn(CC(=O)N(c3ccccc3F)C(C(=O)NC3CCCC3)c3ccco3)n2)o1 (configuration not stated) | -6 | -3 | 0.5 | 6 | 8 | -12 | 2 | -16 | -2
CC(C)c1nn2c(N)c(/C=C3\C=Nc4ccccc43)c(=O)nc2s1 | -6 | 2 | 1.2 | -4 | . | 9 | -2 | -20 | 11
Cc1cc(=O)oc(C)c1C(=O)NCCNC(=O)c1c(C)cc(=O)oc1C | -6 | 0 | 0.6 | 1 | 11 | -14 | 0 | -11 | -12
O=C(CSc1nnnn1-c1ccccc1)N1N=CCC1c1ccccc1 (configuration not stated) | 5 | 1 | -2.1 | 5 | 5 | 11 | 1 | -1 | -5
CN(Cc1cnn(C)c1)C(=O)c1sc2cccc(Cl)c2c1Cl | -1 | 2 | 0.7 | 5 | 5 | -16 | 2 | -6 | -5
COc1cccc(-c2cc(C(=O)NCc3cccs3)no2)c1 | -9 | 3 | -0.2 | -3 | . | 1 | -1 | 1 | -39
Cc1cc(C(=O)OCC(=O)NC2CCS(=O)(=O)C2)c2ccccc2n1 (configuration not stated) | 2 | 1 | -0.9 | 1 | 1 | 6 | 0 | 8 | -3
COC(=O)Cn1c(CCC(=O)O)ccc1-c1ccccc1 | -5 | 2 | 2.8 | 2 | -2 | 17 | -3 | -5 | 3
O=C(Nc1nc2ccccc2s1)NC1CCCCC1 | -3 | 2 | -1.2 | 5 | 3 | -25 | -1 | 8 | -19
Cc1ccc(NC(=O)CN(C)C(=O)Cn2cc(C(F)(F)F)ccc2=O)cc1 | 2 | -1 | 0.9 | 14 | 5 | -9 | 4 | 7 | -12
Cc1cc(Oc2ccccc2)nc(-c2ccccc2)n1 | -6 | . | -0.3 | 5 | 5 | -8 | 2 | -15 | -14
C=CCc1cccc(/C=N/NC(=O)CNc2ccccc2OC)c1O | -4 | 3 | 2.0 | 6 | -5 | 19 | -2 | -19 | 12
CCOC(=O)c1cc(C(C)=O)n2ccccc12 | -2 | 0 | 1.7 | 1 | -2 | 30 | -3 | 0 | 8
CC(C)N(CCNC(=O)c1oc(=O)c2ccccc2c1-c1ccccc1)Cc1ccco1 | -7 | -1 | 7.7 | 4 | 7 | -16 | -2 | -2 | -15
C=CCNc1nc(-c2ccccc2)c(C(=O)OCC)cc1C#N | 2 | -2 | 1.8 | 2 | 4 | -10 | 1 | -26 | -13
Cc1cc([N+](=O)[O-])nn1CCCC(=O)Nc1sc2c(c1C(N)=O)CCC(C)C2 (configuration not stated) | -3 | 0 | 1.6 | 5 | -1 | -5 | -2 | -23 | 9
CN1CCN(c2nc3c(c(=O)[nH]c(=O)n3C)n2CCSc2nc3ccccc3s2)CC1 | 3 | -3 | 0.9 | -1 | 6 | 13 | -6 | 1 | 6
COc1cccc(Nc2ccc(C(=O)O)cc2[N+](=O)[O-])c1 | -2 | -4 | 4.2 | 8 | 1 | -2 | 0 | -7 | 3
COC(=O)c1cc(S(=O)(=O)NC2CCN(Cc3ccccc3)CC2)cn1C | -6 | 2 | 4.1 | 1 | 7 | 16 | -1 | 7 | 9
COc1cccc(NC(=O)Cn2c(CCC(=O)O)ccc2-c2cccs2)c1 | -6 | 19 | -1.5 | -3 | -1 | -2 | -2 | -4 | -5
CC(=O)Nc1sc2c(c1C(=O)N1CCOCC1)CCCCC2 | -6 | 0 | -0.8 | 3 | 2 | -13 | -2 | -11 | -14
Cn1nnnc1NCc1cccc(Cl)c1 | -4 | 0 | 2.0 | 1 | -4 | -2 | -3 | -8 | 0
CCOC(=O)c1c(NC(C)=O)sc2c(O)c(Br)ccc12 | -5 | 21 | 1.6 | 3 | -4 | 3 | 1 | -8 | -10
COc1ccccc1CNc1nc2nc3c(c(=O)n2[nH]1)CCC3 | -2 | -3 | -0.3 | 3 | -5 | -3 | 2 | 2 | -4
CCc1c(C(=O)N/N=C/c2cn[nH]c2-c2ccc(F)cc2)csc1C | -9 | -3 | -0.5 | 6 | 6 | -31 | -1 | -2 | 4
CC(c1ccncn1)N(C)Cc1nc(Cc2ccccc2F)no1 (configuration not stated) | 1 | -2 | 0.1 | 2 | -4 | -13 | -3 | -1 | -8
CCOC(=O)N1CCN(CC(O)COc2ccccc2C(C)(C)C)CC1 (configuration not stated) | -2 | -6 | 0.2 | 5 | -12 | 71* | 3 | -2 | 72*
Nc1nc(NCC2CCCO2)nc(Nc2cccc(Cl)c2)c1[N+](=O)[O-] (configuration not stated) | -12 | -5 | -0.1 | 0 | . | -12 | 5 | -3 | -32
CCN(CC)C(=O)CN(c1cccc(C(F)(F)F)c1)S(C)(=O)=O | -2 | 2 | -1.9 | 4 | 5 | -5 | -1 | -17 | 15
CC(/C=N/n1c(-c2cccnc2)n[nH]c1=S)=C\c1ccco1 | -5 | 19 | -0.1 | 2 | . | 20 | -3 | -10 | -17
C#CCOCCOCCOCCNc1nc(N2CCN(C(=O)C([C@@H](C)CC)n3cc(C(N)CC(C)C)nn3)CC2)nc(N2CCN(C(=O)[C@H](CCC(=O)O)n3cc(C(N)[C@H](C)CC)nn3)CC2)n1 (some centres not stated) | -4 | -1 | -0.6 | 3 | -8 | 14 | -4 | 4 | -2
